High-throughput results deposited in PubChem by The Scripps Research Institute Molecular Screening Center.
PLC-gamma1 inh – blocks human PLC-gamma1 enzyme activity; purified PLC-gamma1, fluorogenic substrate, fluorescence; AID 720700; inhibition, % at 12.2 µM; 0.84% of 370,000 active; P19174; in the data active = inhibition above about 9.5%
UHRF1 MBD2 ctr – blocks human UHRF1 binding to methylated DNA | Q96T88 | UHRF1 binding to methylated oligo, TR-FRET | inhibition, % at 4.4 µM | 0.75% of 370,000 active | AID 687016; in the data active = inhibition above about 21%;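 also: UHRF1 SRA domain binding a hemimethylated CpG hairpin DNA probe; 0% = median of test compound wells and 100% = reference inhibitor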
PLC-beta3 inh – inhibitors of human phospholipase C beta3 | Q01970 | Purified PLC-beta3, fluorogenic substrate, fluorescence | inhibition, % at 12.2 µM | 0.18% of 370,000 active; in the data active = inhibition above about 11%;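 also: 0% = median of compound wells on plate and 100% = full blocker control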
MBD2 inh – inhibitors of human MBD2 binding to methylated oligonucleotide; 0.31% of 370,000 active; AID 686964; inhibition, % at 4.4 µM; TR-FRET; in the data active = inhibition above about 13%
ASAP1 inh – inhibitors of human ASAP1 ArfGAP activity. ASAP1-stimulated ARF1 GTP hydrolysis, GDP FP detection. Q9ULH1. AID 624377. inhibition, % at 16.5 µM. 0.19% of 360,000 active; in the data active = inhibition above about 25%;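 also: 0% = vehicle with enzyme and substrate and 100% = no enzyme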
Target sequence (Q9ULH1 325-724 limits assumed): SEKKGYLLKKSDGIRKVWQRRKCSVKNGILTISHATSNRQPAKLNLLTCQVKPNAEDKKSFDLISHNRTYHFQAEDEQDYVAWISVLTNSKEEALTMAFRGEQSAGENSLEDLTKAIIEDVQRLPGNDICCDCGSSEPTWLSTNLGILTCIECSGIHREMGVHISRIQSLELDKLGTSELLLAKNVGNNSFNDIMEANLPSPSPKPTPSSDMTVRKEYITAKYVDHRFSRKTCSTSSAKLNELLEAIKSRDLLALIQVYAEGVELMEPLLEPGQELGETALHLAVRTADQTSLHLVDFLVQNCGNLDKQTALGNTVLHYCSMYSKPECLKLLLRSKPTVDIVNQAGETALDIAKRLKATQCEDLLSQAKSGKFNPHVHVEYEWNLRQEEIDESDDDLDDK
proKLK7 act – activators of human kallikrein-7 zymogen; activation, % at 7 µM; purified proKLK7, EDANS-DABCYL substrate fluorescence; 100% is mature enzyme control, 0% vehicle; 0.9% of 370,000 active; P49862;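 active = activation above the mean of all tested compounds plus 3 SD, computed per campaign excluding outliers beyond control limits, cut at about 13% in these data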
DDE Tn6 FP inh – inhibitors of Tn6 peptide binding to human fibrin DD(E); P02675; Fibrin DD(E) TRITC-Tn6 fluorescence polarization displacement; inhibition, % at 8.3 µM; 0.21% of 370,000 active;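 active = inhibition above a per-campaign cutoff: mean of compounds within control limits plus 3 SD, cut at about 15% in these data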;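 also: 0% = median of all compound wells on the plate and 100% = blocking peptide control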
ADAM17 inh – inhibits human ADAM17; recombinant ADAM17, EDANS/DABCYL FRET peptide cleavage; inhibition, % at 6.95 µM; 0.83% of 370,000 active; AID 720648;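 active = inhibition above the mean of compounds lying between control limits plus 3 SD, set per campaign, cut at about 8.5% in these data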;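 also: 0% = DMSO-only wells as the low control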
Target sequence (P78536 215-824 limits assumed): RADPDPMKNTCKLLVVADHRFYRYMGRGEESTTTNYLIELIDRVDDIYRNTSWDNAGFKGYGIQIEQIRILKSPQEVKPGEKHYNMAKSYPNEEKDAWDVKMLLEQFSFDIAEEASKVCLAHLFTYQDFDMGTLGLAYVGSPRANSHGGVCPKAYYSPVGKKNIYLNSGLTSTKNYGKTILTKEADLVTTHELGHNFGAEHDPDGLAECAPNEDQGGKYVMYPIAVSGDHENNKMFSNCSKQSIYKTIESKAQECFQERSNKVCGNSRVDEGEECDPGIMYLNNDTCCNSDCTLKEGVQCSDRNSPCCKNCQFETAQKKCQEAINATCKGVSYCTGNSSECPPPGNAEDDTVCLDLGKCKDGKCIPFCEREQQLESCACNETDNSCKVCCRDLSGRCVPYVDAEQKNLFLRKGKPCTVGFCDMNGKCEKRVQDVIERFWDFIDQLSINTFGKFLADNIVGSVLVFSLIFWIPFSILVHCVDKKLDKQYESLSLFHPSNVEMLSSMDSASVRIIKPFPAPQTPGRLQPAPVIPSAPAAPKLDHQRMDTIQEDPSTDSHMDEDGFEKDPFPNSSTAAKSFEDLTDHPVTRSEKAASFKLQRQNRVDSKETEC
ARFGAP1 inhibitor – rat ARFGAP1 inhibition. Q62848. Arfgap1-stimulated ARF1 GTP hydrolysis, GDP FP detection. inhibition, % at 16.5 µM. 0.26% of 360,000 active. AID 651572;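 active = inhibition above a per-plate limit, mean inhibition of low control wells plus 3 SD, cut at about 25% in these data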;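 also: 0% = DMSO wells with enzyme and 100% = wells lacking Arfgap1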
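Material: truncated rat Arfgap1 GAP domain; Incubation: compound-enzyme preincubation 20 min, reaction 120 min, detection 60 min, 25 °C; Read-out: percent inhibition of Arfgap1-stimulated GTP hydrolysis; Technique: FP, GDP Alexa 633 tracer displaced from anti-GDP antibody, 620/688 nm; Controls: No-Arfgap1 wells (100%) versus DMSO full-reaction wells (0%); Replication: single well per compound.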
Tn7 DDE FP – inhibitors of Tn7 peptide binding to human fibrin DD(E); P02675; FP displacement of FITC-Tn7 peptide from fibrin DD(E); 0% = median of compound wells per plate; inhibition, % at 8.3 µM; 0.13% of 370,000 active;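 active = inhibition above the mean of compounds falling within the control limits plus 3 SD of them, cut at about 14% in these data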;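 also: 0% = plate median of compound wells and 100% = 10 µM Aha-Tn7 peptide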
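Assay system: human fibrin DD(E) protein / Input: 2 µM fibrin DD(E) / Benchmarks: high control of 10 µM Aha-Tn7 peptide / Measured by: fluorescence polarization of the labelled Tn7 tracer / Medium: Tris buffer with calcium and detergent, pH 7.8 / Timing: 10 min compound pre-incubation, 3 h probe incubation at room temperature / Repeats: one replicate per compound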
Starred values were filed as active, the others as inactive.

SMILES	PLC-gamma1 inh	UHRF1 MBD2 ctr	PLC-beta3 inh	MBD2 inh	ASAP1 inh	proKLK7 act	DDE Tn6 FP inh	ADAM17 inh	ARFGAP1 inhibitor	Tn7 DDE FP
Cc1nc2cc(NC(=O)N(C)c3ccc4ccccc4c3)ccc2o1	-27	-5	-31	-11	-2	-6.2	3	-31	-6	-1
CC(=O)Nc1ccc(NC(=O)[C@@H](NC(=O)N2C[C@H]3C[C@@H](C2)c2cccc(=O)n2C3)C(C)C)cc1	1	0	3	-3	3	-0.4	2	-4	-12	-1
CCc1ccc(/C=N/NC(=O)c2cc(C3CC3)nc3ccc(Br)cc23)s1	-1	-2	-4	-4	-10	-0.4	0	-2	0	0
CS(=O)(=O)c1ccccc1C(=O)Nc1nc2ccccc2[nH]1	2	-2	-6	-5	10	-0.4	1	-3	4	-1
O=C(O)c1ccc(N=Nc2c(O)ccc3ncccc23)cc1	-8	-15	-16	-13	2	0.0	-7	-2	-1	-1
O=C1CCCCN1CCC(=O)N1CCCC(N2CCN(c3ccccc3)CC2)C1 (configuration not stated)	3	2	-4	-2	-8	0.2	-3	2	11	2
CC(=O)N1CCCN(C(=O)c2cc(COc3c(F)cccc3F)on2)CC1	4	1	-6	0	-13	-0.4	3	-2	-8	-3
CC(C)S(=O)(=O)c1cnc(N2CCOCC2)nc1N	0	0	-4	4	3	-0.2	4	-3	5	-2
O=C(Cn1ncc2c1-c1ccccc1OC2)N1CCN(Cc2ccccc2)CC1	0	27*	-8	11	2	0.1	-6	-4	-3	6
COn1cnnc1-c1ccccc1	0	-1	2	-2	9	0.1	-4	0	1	-14
COc1ccccc1NC(=O)CCC(=O)OCC(=O)c1ccc(C)c([N+](=O)[O-])c1	2	-2	-5	-3	16	0.2	1	1	10	-2
CSc1ncc2c(n1)-c1cc(C)ccc1SC2	-15	2	-16	-1	3	0.1	-1	2	-3	3
CC(=O)Nc1cccc(OCC(=O)Nc2ccccc2)c1	1	-1	3	1	3	-0.4	0	1	-9	-1
CCOC(=O)N/N=C(\C)c1ccc(C)c([N+](=O)[O-])c1	2	3	1	2	1	0.2	-4	0	4	1
COc1ccc2c(c1)c(C(O)CN1CCN(Cc3ccc4c(c3)OCO4)CC1)c(C)n2C (configuration not stated)	-16	1	-24	2	8	0.3	10	-14	-2	-1

Compound profiles (already shown):
`COn1cnnc1-c1ccccc1` as listed: PLC-gamma1 inh = 0; UHRF1 MBD2 ctr = -1; PLC-beta3 inh = 2; MBD2 inh = -2; ASAP1 inh = 9; proKLK7 act = 0.1; DDE Tn6 FP inh = -4; ADAM17 inh = 0; ARFGAP1 inhibitor = 1; Tn7 DDE FP = -14
`O=C1CCCCN1CCC(=O)N1CCCC(N2CCN(c3ccccc3)CC2)C1` (configuration not stated) as listed: PLC-gamma1 inh = 3; UHRF1 MBD2 ctr = 2; PLC-beta3 inh = -4; MBD2 inh = -2; ASAP1 inh = -8; proKLK7 act = 0.2; DDE Tn6 FP inh = -3; ADAM17 inh = 2; ARFGAP1 inhibitor = 11; Tn7 DDE FP = 2

Carrying on.
SMILES	PLC-gamma1 inh	UHRF1 MBD2 ctr	PLC-beta3 inh	MBD2 inh	ASAP1 inh	proKLK7 act	DDE Tn6 FP inh	ADAM17 inh	ARFGAP1 inhibitor	Tn7 DDE FP
COc1cc(/C=N/NC(N)=O)ccc1OCC(=O)Nc1ccc(C)c(C)c1	3	-7	4	0	-4	-0.5	0	-1	23	1
CCCCC(=O)Nc1ccc(C(=O)NCc2ccncc2)cc1	0	-2	-1	-2	5	0.2	7	-1	10	4
CN1CCN(C(=O)C2=C[C@H](c3csc4ccccc34)C[C@H](OCc3ccc(CO)cc3)O2)CC1	-4	0	3	-3	0	0.2	4	-2	6	9
COc1ccccc1-c1cc(C(=O)Nc2cc(C)on2)no1	-1	-2	-2	6	-17	-0.1	-4	-2	4	-3
CC(C)C[C@H](NC(=O)OC(C)(C)C)C(=O)N[C@@H](CO)[C@H](O)[C@@H]1C[C@@H]1C(=O)NC1CC1	1	-1	3	-9	-4	0.2	5	-1	-7	3
CC(C)Cc1ccc(CN2C(C(C)C)C(=O)N(Cc3cn(CCC4OCCO4)nn3)CCS2(=O)=O)cc1 (configuration not stated)	2	0	0	-1	-4	0.8	2	1	6	1
O=S1(=O)CC(N2CC=CC2)CN1C1CCCCC1 (configuration not stated)	0	0	2	-1	4	-0.5	3	-3	-1	-5
Cc1onc(-c2c(F)cccc2Cl)c1C(=O)NC1=NCCS1	2	3	1	6	-5	0.3	-1	-6	-1	-1
CSC(=S)N/N=C/c1ccccc1	0	-7	-2	-2	1	-0.1	0	-1	-5	1
O=C(O)C1CCCCC1C(=O)NCCc1ccncc1 (configuration not stated)	0	-1	2	-7	8	0.4	-9	-2	-2	-4
Cc1ccc(-c2nnn(CC(=O)N(c3ccccc3F)C(C(=O)NCC3CCCO3)c3c[nH]c4ccccc34)n2)cc1 (configuration not stated)	-2	-1	1	1	17	0.3	-1	-3	22	-4
O=C(CSC(=S)N1CCOCC1)Nc1ncc2c(n1)CC(c1ccco1)CC2=O (configuration not stated)	0	1	-8	4	21	-0.2	0	-4	10	2
CCN1C(=O)N(C)[C@@H](c2ccccc2)C(C(=O)OC)=C1C	0	-5	-2	-3	0	0.0	-1	-3	-4	3
CCc1ccc(N2CC(C(=O)OCC(=O)Nc3ccccc3C)CC2=O)cc1 (configuration not stated)	-2	1	-10	4	-8	0.8	0	0	-5	2
Clc1ccc2c(c1)[C@H]1OCC[C@H]1[C@@H](c1ccco1)N2	-40	-3	-44	3	-6	4.2	2	-111	-5	3
Cc1ccc(S(=O)(=O)NCC(=O)N2CCN(c3ccc(F)cc3)CC2)cc1	6	-1	-2	3	-5	-0.1	-8	-3	-4	-2
CCOC(=O)Cc1csc(NS(=O)(=O)c2ccc([N+](=O)[O-])cc2)n1	4	-1	-6	2	-14	0.3	-5	-4	14	3
O=C(Cc1ccc(Br)cc1)N1CCc2ccccc2C1	3	3	6	1	3	0.3	-3	2	3	-6
COc1cc(/C=N/O)cc(Br)c1OCC(=O)NCc1ccccc1	2	-1	-4	-3	-2	0.1	-6	-4	-14	6
Cc1ccc(-c2cc(C(=O)Nc3ccc(S(=O)(=O)Nc4nc(C)cc(C)n4)cc3)c3ccccc3n2)cc1	3	2	-3	0	13	0.8	-11	2	17	3
COc1cccc(N(CC(=O)NC2CCCC2)C(=O)CCC(=O)Nc2nccs2)c1	1	1	-8	4	10	-0.8	-5	-3	-4	5
Cc1c(C(=O)O)sc2nc(/C=C/c3cccc(O)c3)[nH]c(=O)c12	-230	0	-323	-6	6	-4.2	0	-15	-11	-7
COc1ccc(C(=O)O)cc1S(=O)(=O)N1CCN(c2ccccn2)CC1	1	-1	0	-4	-1	0.9	6	-4	0	7
COC(=O)[C@]1(Cc2ccccc2)N[C@H](CN(C)C(=O)c2ccc(C(C)(C)C)cc2)[C@@H]2C(=O)N(Cc3ccccc3)C(=O)[C@@H]21	0	20	1	-3	1	-0.1	-10	1	5	9
CC1(c2nnc(-c3ccc(Cl)cc3)o2)CC(c2ccc([N+](=O)[O-])cc2)=NO1 (configuration not stated)	-2	1	3	2	-1	0.8	-4	-2	10	3
COc1ccc(C2CC(=O)C(c3cccc(F)c3)=CN2Cc2ccccc2)cc1 (configuration not stated)	-24	1	-31	3	0	0.4	-3	1	11	-7
CCn1nc(CC(=O)Nc2ccc(-n3cnnn3)c(OC)c2)c2ccccc2c1=O	1	1	3	6	1	0.4	8	0	9	-1
Cc1cc(NC(=O)C(C)SCC(=O)Nc2cc(Cl)ccc2N2CCN(C)CC2)no1 (configuration not stated)	0	0	-12	-8	-5	-0.2	6	-8	13	3
O=C(COC(=O)CCC(NC(=O)OCc1ccccc1)C(=O)OCC(=O)Nc1ccccc1)Nc1ccccc1 (configuration not stated)	1	4	5	-1	8	0.8	-4	8	0	-1
COc1ccc(OC)c(NS(=O)(=O)c2c(C(=O)N3CCCCCC3)c(C)n(C)c2C)c1	0	0	-5	-5	-14	0.5	-2	-1	0	2
CC(C)C[C@H](NC(=O)c1[nH]cnc1C(=O)N[C@H](C)c1ccccc1)C(=O)OCc1ccccc1	9.6*	0	6	1	16	0.5	0	13*	11	1
COc1ccc(Cn2c(CCC(=O)Nc3ccccc3)nc3cccnc32)cc1	0	0	3	0	-6	-0.5	-3	-1	8	5
O=C1CCCC2=C1C1(CCCCC1)N=C(Nc1nc3ccccc3s1)N2	-8	6	-13	4	-2	0.1	3	-4	-6	7
COCCn1c(N)c(N(Cc2ccccc2)C(=O)Cc2c(Cl)cccc2Cl)c(=O)[nH]c1=O	2	3	1	0	-5	-0.2	-1	-4	4	-2
CCOC(=O)CSCc1c(C#N)c2ccccc2n1C	1	0	1	-3	20	0.7	-3	-1	6	9
Cc1sc2nc(SCC(=O)Nc3cccc(S(N)(=O)=O)c3)[nH]c(=O)c2c1C	-4	-1	-7	-6	11	0.5	-2	-1	-2	-4
C=CCn1c(=S)[nH]c2ccc(Br)cc2c1=O	1	3	2	-2	2	-0.9	8	4	-7	-4
O=C(CSc1n[nH]c(-c2cccnc2)n1)Nc1ccc([N+](=O)[O-])cc1	3	1	-5	-1	7	0.8	7	3	6	1
CCOC(=O)C(=CNNc1c(C)csc1C(=O)OC)C(=O)OCC	1	1	-6	3	1	-0.6	-10	-4	13	-7
CCc1ccc(/C(C)=N/NC(=O)C(O)c2ccccc2)s1 (configuration not stated)	1	4	-3	-3	5	0.3	0	0	8	2
O=C(NCCS(=O)(=O)NCCc1ccccc1)c1ccc2c(c1)OCO2	-1	1	-11	5	6	0.3	1	-4	-9	3
Cc1cccc(N(CC(=O)NCCc2ccccc2)C(=O)c2csnn2)c1	2	-1	-3	0	22	-0.2	-7	-1	3	-3
COC1CCN(C(=O)CC2C(=O)NCCN2CC(C)(C)C)CC1 (configuration not stated)	-53	-1	-60	-4	0	1.4	5	-14	11	-3
CCOc1ccc(CNC(=O)CCSCc2ccccc2F)cc1OC	-4	0	-8	0	-5	-0.2	0	-7	-3	3
O=C(CSc1nnc2ccccn12)c1ccc(OC(F)F)cc1OC(F)F	-5	-2	-9	2	-19	1.1	3	-4	-5	-4
CC1CCC(NC(=O)CC(C)(C)Cc2nc3ccccc3c(=O)[nH]2)CC1 (configuration not stated)	-1	-4	-6	2	21	0.8	-8	-5	0	4
COc1cc2c(cc1OC)[C@H](C)N(C(=O)CSc1nc(O)c(C(C)C)c(=O)[nH]1)CC2	1	-2	2	0	-5	0.9	3	-2	1	4
Cc1c(C(=O)Nc2ccc(N3CCOCC3)cc2)cccc1[N+](=O)[O-]	2	2	-2	0	-8	0.0	4	-5	0	4
C=CCn1c(COc2ccc(Cl)cc2)nnc1SCC(=O)N1CC(=O)Nc2ccccc21	-2	6	0	6	5	-0.4	-9	-1	6	-3
CC(C)n1c(Sc2nccn2C)nc2c1c(=O)n(C)c(=O)n2C	-3	3	-1	4	-18	-0.3	-5	-5	14	5
